RmlCD inh 1536: M. tuberculosis RmlC/RmlD coupled enzyme inhibitors, primary screen, biochemical, compound mixtures, 384-well, from 1536-well plates. inhibition, % at 3.6 µM. dTDP-4-dehydrorhamnose reductase (Mycobacterium tuberculosis (strain ATCC 25618 / H37Rv)) …. RmlC+RmlD coupled enzyme assay, percent inhibition; primary screen in compound mixtures. 0.03% of 160,000 active; in the data active means inhibition mostly above about 34%, no sharp cut-off; further: some results filed as inactive read as strong as hits
Target sequence (P9WH09 whole entry, looked up): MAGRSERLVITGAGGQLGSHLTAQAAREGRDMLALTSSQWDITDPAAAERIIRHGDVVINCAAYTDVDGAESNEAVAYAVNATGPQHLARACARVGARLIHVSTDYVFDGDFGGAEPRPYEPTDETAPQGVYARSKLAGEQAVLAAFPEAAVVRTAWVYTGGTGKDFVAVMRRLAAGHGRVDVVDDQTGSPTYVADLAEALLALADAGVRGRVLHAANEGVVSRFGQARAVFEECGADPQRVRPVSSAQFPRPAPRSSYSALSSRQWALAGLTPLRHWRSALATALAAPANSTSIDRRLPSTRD
Target sequence (P9WH11 whole entry, looked up): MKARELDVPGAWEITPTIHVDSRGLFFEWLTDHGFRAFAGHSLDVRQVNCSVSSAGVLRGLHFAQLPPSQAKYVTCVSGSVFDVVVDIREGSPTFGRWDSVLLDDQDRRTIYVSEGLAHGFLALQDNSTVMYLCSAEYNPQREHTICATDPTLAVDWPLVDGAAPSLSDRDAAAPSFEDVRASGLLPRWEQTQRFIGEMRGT
GlmU inhibition: inhibition of mycobacterial GlmU enzyme – biochemical, glucosamine-1-phosphate acetyltransferase (AID 1376); Bifunctional protein GlmU (Mycobacterium tuberculosis (strain ATCC 25618 / H37Rv)); M. tuberculosis GlmU acetyltransferase enzyme assay; higher % means a stronger effect; inhibition, %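 (tested at 30 µM in the primary screen)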, or IC50 in µM where a hit was titrated; 0.25% of 220,000 active; in the data active means inhibition above about 13%;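 further: 0% = complete reaction with vehicle and 100% = reaction without substrate; strong numbers were not always called active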
Starred values were filed as active, the others as inactive.

CCOc1ccc2nc(NC(=O)c3cccnc3)sc2c1 was read as RmlCD inh 1536 2 and GlmU inhibition 3.4%.
`COC(=O)C1=C(Nc2ccc(C)cc2)C=C(C)C(C(=O)OC)C1c1cccc(OC)c1` (stereo unspecified) gave GlmU inhibition 0.0%.
Cc1c(C(=O)OCC(=O)N(C)c2ccccc2)cccc1[N+](=O)[O-] was read as RmlCD inh 1536 -13 and GlmU inhibition 1.0%.
`c1coc(CN2CN=C(Nc3nc4ccccc4s3)NC2)c1` gave RmlCD inh 1536 -2 and GlmU inhibition 5.9%.
For CC(C)CCOP(=O)(c1ccc(N(C)C)cc1)C(Nc1ccccc1)c1ccc(N(C)C)cc1 (stereo unspecified) the results were RmlCD inh 1536 18 and GlmU inhibition -3.0%.
For CCOC(=O)N1CCC(=NNC(=O)Cn2ccc(C(F)(F)F)n2)CC1 the results were RmlCD inh 1536 -11 and GlmU inhibition 1.9%.
For OCC1(Cc2ccccc2)CCCN(Cc2cn[nH]c2-c2ccccc2)C1 (stereo unspecified) the results were GlmU inhibition -0.8%.
For CN(C)CCCNC(=O)CC(c1ccccc1)c1ccccc1O (stereo unspecified) the results were RmlCD inh 1536 -3 and GlmU inhibition 0.7%.
`COc1ccc(-n2c(=S)[nH]c3c(oc4ccccc43)c2=O)cc1` gave RmlCD inh 1536 -11 and GlmU inhibition 7.3%.
Screening O=C(Nc1cn(-c2ccccc2)nc1-c1cccs1)c1ccco1 returned GlmU inhibition 1.8%.
For CCOc1cc2[nH]c(=S)n(CCc3ccc(OC)c(OC)c3)c(=O)c2cc1OCC the results were RmlCD inh 1536 -1 and GlmU inhibition 1.2%.
`Nc1ccc2nc(-c3ccccn3)[nH]c2c1` gave RmlCD inh 1536 7 and GlmU inhibition 5.5%.
For CCOC(=O)CSc1nnc(Cn2nnc(-c3ccccc3)n2)n1C the results were RmlCD inh 1536 -27 and GlmU inhibition 4.8%.
For COc1ccc(C(NC(=O)C2CCCCC2)c2c(O)ccc3ccccc23)cc1 (stereo unspecified) the results were RmlCD inh 1536 -4 and GlmU inhibition 3.4%.
CC(C)NC[C@H](O)COc1cccc2[nH]ccc12 was read as GlmU inhibition -1.7%.
Screening COc1cc2cc(CN(CCO)S(=O)(=O)c3ccccc3Cl)c(=O)[nH]c2cc1OC returned RmlCD inh 1536 -9 and GlmU inhibition 5.6%.
`CC(=O)c1cc(-c2ccccc2)n(CC(=O)Nc2ccc(C)c(C)c2)c1C` gave RmlCD inh 1536 9 and GlmU inhibition 1.6%.
CC1CCCN(S(=O)(=O)c2ccc(N(C(=O)c3cnccn3)C(C(=O)NC3CCCCC3)c3cccs3)cc2)C1 (stereo unspecified) was read as RmlCD inh 1536 4 and GlmU inhibition 0.1%.
`COc1cc(/C=N/N=C(\N)c2nonc2N)cc(OC)c1O` gave GlmU inhibition 4.3%.
For Cc1nnc(SCc2ccc(Cl)cc2)n1CC1CCCO1 (stereo unspecified) the results were RmlCD inh 1536 -2 and GlmU inhibition -5.0%.

As a working copy, part of the list above:
For CN(C)CCCNC(=O)CC(c1ccccc1)c1ccccc1O (stereo unspecified) the results were RmlCD inh 1536 -3 and GlmU inhibition 0.7%.
`COc1ccc(-n2c(=S)[nH]c3c(oc4ccccc43)c2=O)cc1` gave RmlCD inh 1536 -11 and GlmU inhibition 7.3%.
Screening O=C(Nc1cn(-c2ccccc2)nc1-c1cccs1)c1ccco1 returned GlmU inhibition 1.8%.
For CCOc1cc2[nH]c(=S)n(CCc3ccc(OC)c(OC)c3)c(=O)c2cc1OCC the results were RmlCD inh 1536 -1 and GlmU inhibition 1.2%.
`Nc1ccc2nc(-c3ccccn3)[nH]c2c1` gave RmlCD inh 1536 7 and GlmU inhibition 5.5%.
For CCOC(=O)CSc1nnc(Cn2nnc(-c3ccccc3)n2)n1C the results were RmlCD inh 1536 -27 and GlmU inhibition 4.8%.
For COc1ccc(C(NC(=O)C2CCCCC2)c2c(O)ccc3ccccc23)cc1 (stereo unspecified) the results were RmlCD inh 1536 -4 and GlmU inhibition 3.4%.
CC(C)NC[C@H](O)COc1cccc2[nH]ccc12 was read as GlmU inhibition -1.7%.
Screening COc1cc2cc(CN(CCO)S(=O)(=O)c3ccccc3Cl)c(=O)[nH]c2cc1OC returned RmlCD inh 1536 -9 and GlmU inhibition 5.6%.
`CC(=O)c1cc(-c2ccccc2)n(CC(=O)Nc2ccc(C)c(C)c2)c1C` gave RmlCD inh 1536 9 and GlmU inhibition 1.6%.
CC1CCCN(S(=O)(=O)c2ccc(N(C(=O)c3cnccn3)C(C(=O)NC3CCCCC3)c3cccs3)cc2)C1 (stereo unspecified) was read as RmlCD inh 1536 4 and GlmU inhibition 0.1%.
`COc1cc(/C=N/N=C(\N)c2nonc2N)cc(OC)c1O` gave GlmU inhibition 4.3%.
For Cc1nnc(SCc2ccc(Cl)cc2)n1CC1CCCO1 (stereo unspecified) the results were RmlCD inh 1536 -2 and GlmU inhibition -5.0%.

Carrying on:
COc1cccc(-n2c(=O)c3cc(OC)c(OC)cc3n(CC(=O)Nc3cc(C)[nH]n3)c2=O)c1 was read as RmlCD inh 1536 -11 and GlmU inhibition 2.7%.
`Cc1ccc2cccc(OCC(=O)Nc3ccc(N4CCOCC4)cc3)c2n1` gave RmlCD inh 1536 -3 and GlmU inhibition 4.0%.
Screening N#C/C(=C(/O)CN1CCOCC1)c1nc2ccccc2s1 returned RmlCD inh 1536 5 and GlmU inhibition -5.4%.
Screening O=C(CSc1nc(N2CCCCC2)nc(N2CCCCC2)n1)c1ccccc1 returned RmlCD inh 1536 -2 and GlmU inhibition 2.8%.
For O=C1c2ccc3c4c(ccc(c24)C(=O)N1c1cccc(O)c1)CC3 the results were RmlCD inh 1536 3 and GlmU inhibition 7.4%.
`O=C(CSc1nc(O)c(Cc2ccccc2F)c(=O)[nH]1)N1CCCCCC1` gave GlmU inhibition 0.9%.
Screening CCCN1CNC(=S)N(CCc2ccccc2)C1 returned GlmU inhibition 0.9%.
`C=CCn1c(NC(=O)c2ccc(C)cc2)c(C#N)sc1=N` gave RmlCD inh 1536 -14 and GlmU inhibition -1.2%.
`CSc1nsc(SC)c1NC(=O)OCc1ccccc1` gave RmlCD inh 1536 4 and GlmU inhibition 6.5%.
`O=C(NCc1ccc(Cl)cc1)c1ccc(Br)o1` gave GlmU inhibition -0.3%.
CC(C)OCCCNC(=O)C(NS(=O)(=O)c1ccc2c(c1)c(=O)n(C)c(=O)n2C)c1ccccc1 (stereo unspecified) was read as RmlCD inh 1536 6 and GlmU inhibition -3.3%.
CC(C)(C)C(=O)N(CCN(C(=O)C(C)(C)C)c1ccccc1)c1ccccc1 was read as RmlCD inh 1536 -4 and GlmU inhibition 1.4%.
Cc1ccc2nc(-c3ccccn3)c(Nc3ccccc3C)n2c1 was read as RmlCD inh 1536 -2 and GlmU inhibition 1.0%.
CC1(C)C(c2cccs2)=[N+]([O-])C2(CCCCC/C2=N\NC(N)=S)N1O (stereo unspecified) was read as RmlCD inh 1536 -7 and GlmU inhibition -3.5%.
`C#CCOCCOCCOCCNc1nc(N2CCN(C(=O)[C@H]([C@@H](C)CC)n3cc(CCCN=C(N)N)nn3)CC2)nc(N2CCN(C(=O)[C@H](CCCCN)n3cc(CCCC)nn3)CC2)n1` gave GlmU inhibition -12%.
CN(c1ccccc1)S(=O)(=O)c1ccc(C(=O)Nc2nnc(-c3ccco3)o2)cc1 was read as RmlCD inh 1536 3 and GlmU inhibition 5.9%.
For O=C(c1ccc(Cl)c([N+](=O)[O-])c1)N(Cc1ccc(F)cc1)C1CCS(=O)(=O)C1 (stereo unspecified) the results were RmlCD inh 1536 9 and GlmU inhibition 1.4%.
For O=C(NCCc1cn2ccccc2n1)c1cc(COc2ccc3ncccc3c2)on1 the results were RmlCD inh 1536 6 and GlmU inhibition -1.4%.
Screening CSC1=C(C#N)C(c2cccc(Br)c2)CC(=O)N1 (stereo unspecified) returned RmlCD inh 1536 12 and GlmU inhibition 2.9%.
Screening C/C(O)=c1/ccc2cccc3nc(C)nc1c23 returned RmlCD inh 1536 7 and GlmU inhibition 2.3%.
For O=C(Nc1nncs1)c1ccc(N2C(=O)C3C4C=CC(C4)C3C2=O)cc1 (stereo unspecified) the results were RmlCD inh 1536 10 and GlmU inhibition -1.9%.
Screening O=C(COc1ccc(Cl)cc1)N1CCN(c2ccc([N+](=O)[O-])c(N3CCOCC3)c2)CC1 returned GlmU inhibition 0.9%.
Screening Cc1cc(C)c(OCCCCCNCCO)c(C)c1 returned GlmU inhibition 4.8%.
For COc1ccc(CCN2C(=O)C3C4C=CC(C3C2=O)C2C(=O)N(CCc3ccc(OC)c(OC)c3)C(=O)C42)cc1OC (stereo unspecified) the results were RmlCD inh 1536 5 and GlmU inhibition 3.1%.
Screening COc1cc(CC(=O)NCCc2ccc(S(N)(=O)=O)cc2)cc(OC)c1OC returned GlmU inhibition -4.9%.
`O=C(CN1C(=O)CC(c2ccccc2)=Nc2ccccc21)NC1CCCCC1` gave RmlCD inh 1536 0 and GlmU inhibition -1.2%.
For O=c1c(Cc2ccccc2)c(O)ccn1Cc1ccc2c(c1)OCO2 the results were RmlCD inh 1536 -5 and GlmU inhibition -2.9%.
Cc1ccc(C)c(NC(=O)C(=O)NCc2ccccn2)c1 was read as RmlCD inh 1536 -1 and GlmU inhibition -6.0%.
O=C(O)C(Cc1ccccc1)N1C(=O)c2cccc3cccc(c23)C1=O (stereo unspecified) was read as RmlCD inh 1536 9 and GlmU inhibition -2.5%.
For CCOC(=O)C1(Cc2cccc(F)c2)CCN(C(=O)c2cscn2)CC1 the results were RmlCD inh 1536 -7 and GlmU inhibition 1.2%.
For O=C(NCc1ccc2c(c1)OCO2)C1CCC(=O)N1C1CCCCC1 (stereo unspecified) the results were RmlCD inh 1536 -27 and GlmU inhibition -1.5%.
CCc1c(-c2ccccc2)[n+](=O)c2c(n1[O-])CCC2 was read as RmlCD inh 1536 9 and GlmU inhibition 0.8%.
For COc1ccc(C(CC(=O)O)NC(=O)c2ccco2)cc1 (stereo unspecified) the results were GlmU inhibition 3.0%.
Nc1cccc(CCc2nc3ccccc3[nH]2)c1 was read as RmlCD inh 1536 -11 and GlmU inhibition 0.7%.
O=C(NCC1CCCO1)C1CCC(=O)N1Cc1ccc(F)cc1 (stereo unspecified) was read as GlmU inhibition 7.2%.
CCCOc1ccc(C(=O)Nc2nc(C)c(Cc3ccc4c(c3)OCO4)s2)cc1 was read as RmlCD inh 1536 7 and GlmU inhibition 2.3%.
For Cc1ccc(Nc2c(-c3ccccc3O)nc3cnccn23)cc1 the results were RmlCD inh 1536 -6 and GlmU inhibition -5.9%.
CN1CCN(C(CC(=O)Nc2cccc(O)c2)C(=O)O)CC1 (stereo unspecified) was read as RmlCD inh 1536 2 and GlmU inhibition 2.0%.
Screening CC(C)CCc1noc(CN2CCN(c3ccc(Cl)cn3)CC2)n1 returned RmlCD inh 1536 -12 and GlmU inhibition 0.7%.
O=C(C1=C(O)C(=O)N(c2ncccn2)C1c1ccc(F)cc1)c1ccco1 (stereo unspecified) was read as RmlCD inh 1536 -2 and GlmU inhibition -1.1%.
Screening CN(C)CCCNS(=O)(=O)c1ccc(Oc2ncc(C(F)(F)F)cc2Cl)cc1 returned RmlCD inh 1536 -7 and GlmU inhibition -9.1%.
C=CCC(CC(O)COCCC)C(=O)NNC(=S)Nc1ccccc1 (stereo unspecified) was read as RmlCD inh 1536 -11 and GlmU inhibition 0.0%.
Screening CC(C)COC(=O)n1c(SCC(=O)N(C)C)nc2ccccc21 returned GlmU inhibition 8.6%.
`COc1ccc(Cn2c(CCCO)nc3ccccc32)cc1OC` gave RmlCD inh 1536 6 and GlmU inhibition -1.9%.
Cc1nn2c(N3CCN(c4ccccn4)CC3)cc(C(C)C)nc2c1-c1ccccc1 was read as RmlCD inh 1536 -5 and GlmU inhibition 1.9%.
For O=C(Nc1ccc(Cl)cc1)Nc1csc([N+](=O)[O-])c1 the results were RmlCD inh 1536 13 and GlmU inhibition -2.1%.
COc1ccc(/C=C(\C#N)C(=O)OCC(=O)Nc2ccc(C(C)(C)C)cc2)cc1 was read as GlmU inhibition -5.0%.
`CN(C)[C@@H](CO)c1nnc([C@H](CCC(=O)O)NC(=O)C2CCNCC2)o1` gave GlmU inhibition 1.1%.
For CCOC(=O)c1[nH]c2c(c1-c1ccccc1)C(=O)CC(c1ccc(OC)c(OC)c1)C2 (stereo unspecified) the results were GlmU inhibition -1.3%.
O=C(C1CC(c2ccc(F)cc2)=NO1)N1CCC2(CC1)OCCO2 (stereo unspecified) was read as RmlCD inh 1536 -10 and GlmU inhibition -1.6%.
For O=C(NC1CCCCCC1)C(=S)NCc1ccccc1 the results were RmlCD inh 1536 -10 and GlmU inhibition -0.6%.
Screening CC(CNC(=O)C1CCCCC1)NC(=O)C1CCCCC1 (stereo unspecified) returned RmlCD inh 1536 15 and GlmU inhibition 0.9%.
`O=C(COC(=O)CCN1C(=O)c2cccc([N+](=O)[O-])c2C1=O)NCc1ccccc1` gave RmlCD inh 1536 26 and GlmU inhibition 3.4%.
Screening CN(C)/C=C/C(=O)c1ncc(C(F)(F)F)cc1Cl returned RmlCD inh 1536 -10 and GlmU inhibition 2.7%.
`CCOCCCNC(=O)C(c1ccc(C)cc1)N(Cc1ccc2c(c1)OCO2)C(=O)c1ccccn1` (stereo unspecified) gave GlmU inhibition 6.4%.
`CN1C(=O)C2(C(C#N)=C(N)Oc3n[nH]c(-c4ccc(Cl)cc4)c32)c2ccccc21` (stereo unspecified) gave RmlCD inh 1536 5 and GlmU inhibition -6.5%.
O=C(NCc1ccco1)c1ccc(F)c(S(=O)(=O)N2CCCCC2)c1 was read as RmlCD inh 1536 15 and GlmU inhibition -4.2%.

Screening data deposited in PubChem by several laboratories.

This is a subset; rates above refer to the full screens.
